# From PubChem
# GluA2 TARP mod = modulators of AMPA receptor GluA2-stargazin complexes. O88602+P19491. HEK293 GluA2+stargazin, membrane potential dye (FDSS), glutamate EC50; hits were called plate by plate, in both directions. calls only at 30 µM. 40,000 compounds, 3.5% hits. AID 1259245;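 active means any of four per-well response measures lying three or more SD from its plate-wide compound average, in either direction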
# Target sequence (O88602 whole entry, looked up): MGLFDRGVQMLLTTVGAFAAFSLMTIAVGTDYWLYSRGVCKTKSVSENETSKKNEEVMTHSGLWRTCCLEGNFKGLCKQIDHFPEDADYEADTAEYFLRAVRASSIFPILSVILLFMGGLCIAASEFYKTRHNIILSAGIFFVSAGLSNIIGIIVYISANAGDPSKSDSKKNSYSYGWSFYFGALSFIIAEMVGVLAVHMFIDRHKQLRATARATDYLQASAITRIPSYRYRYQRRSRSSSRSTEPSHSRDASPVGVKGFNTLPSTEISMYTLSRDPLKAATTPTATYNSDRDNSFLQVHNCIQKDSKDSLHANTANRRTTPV
# Target sequence (P19491 whole entry, looked up): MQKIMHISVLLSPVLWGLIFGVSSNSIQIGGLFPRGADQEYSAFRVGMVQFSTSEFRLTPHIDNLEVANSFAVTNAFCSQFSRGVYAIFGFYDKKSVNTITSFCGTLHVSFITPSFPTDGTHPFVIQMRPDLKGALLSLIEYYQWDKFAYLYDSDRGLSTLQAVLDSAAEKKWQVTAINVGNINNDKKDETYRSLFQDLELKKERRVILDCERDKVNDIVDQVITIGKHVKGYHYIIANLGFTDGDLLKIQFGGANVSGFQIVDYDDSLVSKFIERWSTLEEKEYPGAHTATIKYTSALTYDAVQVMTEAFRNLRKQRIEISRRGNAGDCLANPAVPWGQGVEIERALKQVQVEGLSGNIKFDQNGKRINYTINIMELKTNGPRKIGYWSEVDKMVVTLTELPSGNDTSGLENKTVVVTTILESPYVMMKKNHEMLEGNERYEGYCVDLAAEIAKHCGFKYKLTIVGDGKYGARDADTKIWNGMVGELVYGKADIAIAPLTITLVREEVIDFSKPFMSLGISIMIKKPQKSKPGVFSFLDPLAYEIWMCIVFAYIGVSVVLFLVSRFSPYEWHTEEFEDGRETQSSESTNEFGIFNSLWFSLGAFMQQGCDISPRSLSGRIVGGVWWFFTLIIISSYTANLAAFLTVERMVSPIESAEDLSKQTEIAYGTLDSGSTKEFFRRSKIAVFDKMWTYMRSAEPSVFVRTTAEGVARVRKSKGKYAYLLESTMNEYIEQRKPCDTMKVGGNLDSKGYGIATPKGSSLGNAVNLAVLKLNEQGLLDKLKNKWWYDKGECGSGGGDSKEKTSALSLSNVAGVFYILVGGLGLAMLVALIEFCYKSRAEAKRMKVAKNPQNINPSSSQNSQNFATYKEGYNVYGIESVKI
# GluA2 TARP mod agonism max-min = second read-out of GluA2 TARP mod, no call of its own (marks repeat the call); compound max-min signal; compound-alone response (agonism);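 unitless range of fluorescence divided by baseline over first 100 seconds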
# GluA2 TARP mod glutamate slope = recorded beside GluA2 TARP mod, whose call it bears; glutamate slope, % of max; measured here: glutamate response slope, % max;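 scaled per plate between vehicle wells and maximal 1 mM glutamate control wells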
# Numbers without * were called inactive; i = inactive; + = active, no number. The list is partial (hit frequency here may not be typical).
# Sequence of screens – GluA2 TARP mod | GluA2 TARP mod agonism max-min | GluA2 TARP mod glutamate slope
COC(=O)CC(N)c1ccc(OC)c2ccccc12 (configuration not stated)
→ i | 0.034 | 43
Cc1cc(F)ccc1S(=O)(=O)NCC1CCN(C2CCCC2)CC1
→ i | 0.07 | 57
COc1cccc(NC(=O)Nc2ccc(Cl)c(N3CCCS3(=O)=O)c2)c1OC
→ i | 0.1 | 62
CN1CCN(C2CC(=O)N(C3CCCCC3)C2=O)CC1 (configuration not stated)
→ i | 0.056 | 48
COC(=O)c1ccc(-c2csc(NC(=O)c3nn(C)cc3C)n2)cc1
→ i | 0.11 | 65
CC(C)CNC(=O)C(=O)NCc1ccccn1
→ i | 0.081 | 80
Cc1c(O)ccc2c1O/C(=C\N1CCC3(CC1)OCCO3)C2=O
→ i | 0.059 | 27
N#Cc1ccc(Cl)cc1NC(=O)C(=O)NCC(c1cccc2ccccc12)N1CCOCC1 (configuration not stated)
→ i | 0.098 | 64
O=C(Cc1cccs1)Nn1cnc2c(cnn2-c2ccccc2)c1=O
→ i | 0.077 | 70
O=C(CSc1ccc(-c2cccnc2)nn1)Nc1cc(Cl)ccc1Cl
→ i | 0.053 | 48
CCc1nnc(NS(=O)(=O)c2ccc(NC(=O)c3cc4cc([N+](=O)[O-])ccc4s3)cc2)s1
→ + | 0.36* | 75*
O=C(CN1CCN(S(=O)(=O)N2CCCCC2)CC1)Nc1cc(Cl)cc(Cl)c1
→ i | 0.12 | 65
COc1ccc(Cl)cc1NC(=O)N1CCN(Cc2nc(-c3ccco3)cs2)CC1
→ i | 0.15 | 57
COc1cc(C(C)=O)ccc1OCC(=O)NCCOc1ccccc1
→ i | 0.097 | 56
O=C(NCC1CCN(c2ncccn2)CC1)Nc1c(F)cccc1F
→ i | 0.11 | 60
COc1cc([N+](=O)[O-])ccc1NC(=O)CN1C(=O)c2ccccc2S1(=O)=O
→ i | 0.15 | 58
C=CCN1C(=O)SC(CC(=O)Nc2ccc(C)cc2C)C1=O (configuration not stated)
→ i | 0.078 | 74
Cc1cccn2c(=O)c3cc(C(=O)Nc4ccc(F)c(Cl)c4)n(C)c3nc12
→ i | 0.1 | 51
COc1ccc(Nc2nnc(-c3ccc(NC(=O)C(=O)NCc4cccs4)cc3)s2)cc1
→ i | 0.1 | 55
CCOc1ccc(-n2c(C)c(C)n3c4c(=O)[nH]c(=O)n(C)c4nc23)cc1
→ i | 0.14 | 71
CCS(=O)(=O)c1ccc(-c2cccc(NC(=O)CC3CCCC3)c2)nn1
→ i | 0.026 | 49
O=C(Nc1cccc(N2CCCC2=O)c1)c1ccc(C(F)(F)F)cc1
→ i | 0.13 | 57
CC1(C)COCN1C(=O)CCN1C(=O)c2ccccc2S1(=O)=O
→ i | 0.044 | 37
O=C(NCCC(O)c1cccs1)c1cc2ccccc2o1 (configuration not stated)
→ i | 0.081 | 59
COC(=O)c1ccc(NC(=O)Cc2cc(-c3ccc(OC)cc3)on2)cc1
→ i | 0.053 | 31
CC(O)(CNC(=O)NCc1ccc(F)cc1)c1ccc2c(c1)OCO2 (configuration not stated)
→ i | 0.082 | 53
Cc1ccc2c(CC(=O)Nc3ccc4c(c3)OCO4)cc(=O)oc2c1
→ i | 0.1 | 50
COc1ccccc1-c1c(C)nn2c(N3CCOCC3)cc(C)nc12
→ i | 0.12 | 47
COc1cc(OC)cc(C(=O)NCCN2CCN(S(=O)(=O)c3ccc(C)cc3)CC2)c1
→ i | 0.03 | 8
COc1cc(CN2CCC(COCc3ccccc3)CC2)cc(OC)c1
→ + | 0.18* | 56*

# Complete entries from above. Screens in order: GluA2 TARP mod | GluA2 TARP mod agonism max-min | GluA2 TARP mod glutamate slope
# Cc1c(O)ccc2c1O/C(=C\N1CCC3(CC1)OCCO3)C2=O across the screens: i | 0.059 | 27
# COc1cc(C(C)=O)ccc1OCC(=O)NCCOc1ccccc1 across the screens: i | 0.097 | 56
# CCc1nnc(NS(=O)(=O)c2ccc(NC(=O)c3cc4cc([N+](=O)[O-])ccc4s3)cc2)s1 across the screens: + | 0.36* | 75*
# COc1ccccc1-c1c(C)nn2c(N3CCOCC3)cc(C)nc12 across the screens: i | 0.12 | 47

# (list continues)
# Sequence of screens – GluA2 TARP mod | GluA2 TARP mod agonism max-min | GluA2 TARP mod glutamate slope
CC(C)S(=O)(=O)c1cccc(C(=O)Nc2ccc3sccc3c2)c1
→ i | 0.078 | 50
Cc1ccccc1COc1ccc(N2CCn3c2nc2c3c(=O)n(C)c(=O)n2C)cc1
→ i | 0.12 | 65
CCOC(=O)N1CCN(C(=O)CSc2cc(N3CCCC3)ncn2)CC1
→ i | 0.085 | 57
Cc1ccc(N2CCN(S(=O)(=O)c3cc(Cl)ccc3Cl)CC2)c(C)c1
→ i | 0.1 | 60
COc1cc([N+](=O)[O-])ccc1NC(=O)CCN1C(=O)c2ccccc2S1(=O)=O
→ i | 0.062 | 52
COc1ccc(C2C(C#N)=C(N)Oc3cc(C)n(Cc4ccncc4)c(=O)c32)cc1 (configuration not stated)
→ i | 0.086 | 60
CC(=O)c1ccc(N2CCN(C(=O)CCCc3nnc4n(C)c(=O)c5sccc5n34)CC2)cc1
→ i | 0.13 | 68
CCOc1ccc(NC(=O)Cc2cc(-c3ccc(F)cc3)on2)cc1
→ i | 0.095 | 43
CC(=O)Nc1cccc(NC(=O)Cc2csc(Nc3ccc(S(C)(=O)=O)cc3)n2)c1
→ i | 0.086 | 57
Cc1nc(Nc2cccc(F)c2)nc(N2CCOCC2)c1[N+](=O)[O-]
→ i | 0.11 | 60
O=C1CCc2cc(NS(=O)(=O)c3ccc(Cl)s3)ccc2N1
→ i | 0.079 | 6
CC1CCN(S(=O)(=O)c2cccs2)CC1
→ i | 0.061 | 33
O=C(NCCN1CCC(c2cccs2)CC1)C1(c2ccccc2)CCOCC1
→ i | 0.062 | 56
c1ccc(CSc2cc(N3CCOCC3)ncn2)cc1
→ i | 0.096 | 68
COc1ccccc1OCCn1c(C2CC(=O)N(C(C)(C)C)C2)nc2ccccc21 (configuration not stated)
→ i | 0.075 | 52
COC(=O)CN1N=C(c2ccccc2)Cn2c1nc1c2c(=O)n(C)c(=O)n1C
→ i | 0.09 | 37
O=C(c1csc(NS(=O)(=O)c2ccccc2)n1)N1CCN(c2ccccc2F)CC1
→ i | 0.091 | 50
O=C(CC1NCCNC1=O)Nc1cccc([N+](=O)[O-])c1 (configuration not stated)
→ i | 0.088 | 59
COc1ccc2c(=O)c(Oc3ccc(C(=O)N4CCC(C(N)=O)CC4)cc3)coc2c1
→ i | 0.1 | 49
Cc1ccc2nc3c(cc(C(=O)NCCCN4CCOCC4)n3Cc3ccccc3)c(=O)n2c1
→ i | 0.18 | 56
O=C(c1cccs1)N1CCN(c2ccc(Nc3ccccn3)nn2)CC1
→ i | 0.31 | 35
Cn1c(-c2cccs2)nn(CCNC(=O)c2ccco2)c1=O
→ i | 0.14 | 78
COc1ccc(N2C(=O)/C(=C/c3ccc(O)c(OC)c3)SC2=S)cc1
→ i | 0.074 | 71
CCCN(CCC)S(=O)(=O)c1ccc(C(=O)N2CCc3ccccc32)cc1
→ i | 0.095 | 63
O=C(CCc1csc(NC(=O)c2ccc(Cl)cc2)n1)NC1CCCCC1
→ i | 0.088 | 49
COc1ccc(S(=O)(=O)NCC(c2cccnc2)N2CCN(C)CC2)cc1C (configuration not stated)
→ i | 0.09 | 57
Cn1cc(C(=O)N2CCCCCC2)cc(NC(=O)c2cc(Cl)ccc2Cl)c1=O
→ i | 0.089 | 55
O=C(CSc1nccn1C1CCCC1)NC1CCCC1
→ i | 0.027 | 33
Cc1ccc(C(=O)Nc2sc3c(c2-c2nc4ccccc4s2)CCN(C)C3)cc1
→ i | 0.13 | 63
COc1ccc(OC)c(C(=O)Nc2cc(C)nn2C(C)C)c1
→ i | 0.07 | 51

# Laid out differently: 18 of the compounds above
SMILES,GluA2 TARP mod,GluA2 TARP mod agonism max-min,GluA2 TARP mod glutamate slope
O=C(NCCN1CCC(c2cccs2)CC1)C1(c2ccccc2)CCOCC1,i,0.062,56
c1ccc(CSc2cc(N3CCOCC3)ncn2)cc1,i,0.096,68
COc1ccccc1OCCn1c(C2CC(=O)N(C(C)(C)C)C2)nc2ccccc21 (configuration not stated),i,0.075,52
COC(=O)CN1N=C(c2ccccc2)Cn2c1nc1c2c(=O)n(C)c(=O)n1C,i,0.09,37
O=C(c1csc(NS(=O)(=O)c2ccccc2)n1)N1CCN(c2ccccc2F)CC1,i,0.091,50
O=C(CC1NCCNC1=O)Nc1cccc([N+](=O)[O-])c1 (configuration not stated),i,0.088,59
COc1ccc2c(=O)c(Oc3ccc(C(=O)N4CCC(C(N)=O)CC4)cc3)coc2c1,i,0.1,49
Cc1ccc2nc3c(cc(C(=O)NCCCN4CCOCC4)n3Cc3ccccc3)c(=O)n2c1,i,0.18,56
O=C(c1cccs1)N1CCN(c2ccc(Nc3ccccn3)nn2)CC1,i,0.31,35
Cn1c(-c2cccs2)nn(CCNC(=O)c2ccco2)c1=O,i,0.14,78
COc1ccc(N2C(=O)/C(=C/c3ccc(O)c(OC)c3)SC2=S)cc1,i,0.074,71
CCCN(CCC)S(=O)(=O)c1ccc(C(=O)N2CCc3ccccc32)cc1,i,0.095,63
O=C(CCc1csc(NC(=O)c2ccc(Cl)cc2)n1)NC1CCCCC1,i,0.088,49
COc1ccc(S(=O)(=O)NCC(c2cccnc2)N2CCN(C)CC2)cc1C (configuration not stated),i,0.09,57
Cn1cc(C(=O)N2CCCCCC2)cc(NC(=O)c2cc(Cl)ccc2Cl)c1=O,i,0.089,55
O=C(CSc1nccn1C1CCCC1)NC1CCCC1,i,0.027,33
Cc1ccc(C(=O)Nc2sc3c(c2-c2nc4ccccc4s2)CCN(C)C3)cc1,i,0.13,63
COc1ccc(OC)c(C(=O)Nc2cc(C)nn2C(C)C)c1,i,0.07,51

# Continued:
# Sequence of screens – GluA2 TARP mod | GluA2 TARP mod agonism max-min | GluA2 TARP mod glutamate slope
O=C(CSCc1ccccc1)N1CCN(c2ncnc3c2nnn3-c2ccccc2)CC1
→ i | 0.07 | 61
COc1ccc(N2C(=O)N(c3cccc(OC)c3)C3CS(=O)(=O)CC32)cc1 (configuration not stated)
→ i | 0.088 | 49
Cc1ccc(N2C(=O)CCS2(=O)=O)cc1S(=O)(=O)Nc1ccccc1OC(C)C
→ i | 0.11 | 56
CCOC(=O)c1ccc(NC(=O)/C=C2\SC(=O)N(CC(=O)Nc3ccccc3)C2=O)cc1
→ i | 0.056 | 46
O=C(Cn1nc(-c2ccco2)c2sc(N3CCOCC3)nc2c1=O)NCc1ccccc1Cl
→ i | 0.074 | 55
CCOc1ccc(NC(=O)C2C(C=C(Cl)Cl)C2(C)C)cc1 (configuration not stated)
→ i | 0.075 | 50
COc1ccc(Cl)cc1NC(=O)NCCn1nc(-c2ccccc2)ccc1=O
→ i | 0.093 | 18
CCc1nnc(NS(=O)(=O)c2ccc(NC(=O)C3COc4ccccc4O3)cc2)s1 (configuration not stated)
→ i | 0.1 | 71
O=C(/C=C\c1ccc2c(c1)OCO2)N1CCN(c2ncnc3c2nnn3-c2ccc(F)cc2)CC1
→ i | 0.047 | 56
COCCn1c(-n2nc(C)c(C)c2C)nc2c1c(=O)n(Cc1ccccc1C)c(=O)n2C
→ i | 0.069 | 49
CCN(CC)CCSc1ccc(-c2ccccc2OC)nn1
→ i | 0.046 | 40
Cc1cc(C)c(S(=O)(=O)N2CCCC2)c(C)c1N(C)S(C)(=O)=O
→ i | 0.097 | 63
CC(=O)Nc1cccc(NC(=O)C(=O)NCC2CCN(C)CC2)c1
→ i | 0.096 | 62
COc1cccc(C(=O)NCC(c2cccn2C)N2CCOCC2)c1OC (configuration not stated)
→ i | 0.13 | 39
CC(C)(C)NC(=O)N1CCC(CNC(=O)C(=O)Nc2ccccc2C#N)CC1
→ i | 0.1 | 57
Cc1ccc(C)c(-c2nnc(NC(=O)c3ccc(S(=O)(=O)N(C)C4CCCC4)cc3)o2)c1
→ i | 0.075 | 61
CCOc1ccc(-c2ccc(N3CCN(C(=O)C(F)(F)F)CC3)nn2)cc1
→ i | 0.088 | 53
C=CCOCC(O)CN1CCN(C)CC1 (configuration not stated)
→ i | 0.11 | 63
CN1CCN(C(CNC(=O)c2ccc(S(=O)(=O)N(C)C)cc2)c2cccn2C)CC1 (configuration not stated)
→ i | 0.066 | 48
COc1ccc(C(CNS(=O)(=O)c2ccc(OC)cc2)N2CCN(C)CC2)cc1 (configuration not stated)
→ i | 0.058 | 44
Cc1cccc(NC(=O)c2cc(-c3ccco3)nc3c2c(C)nn3C2CCS(=O)(=O)C2)c1 (configuration not stated)
→ i | 0.14 | 37
CS(=O)(=O)Nc1cccc(NC(=O)C2CCCN(c3ccc(-n4ccnc4)nn3)C2)c1 (configuration not stated)
→ i | 0.079 | 63
CCCS(=O)(=O)N1CCCc2cc(NC(=O)CN3C(=O)CCC3=O)ccc21
→ i | 0.1 | 60
COCCn1c(=S)[nH]c2cc(C(=O)NCCc3ccccc3)ccc2c1=O
→ i | 0.12 | 59
Cc1cccc(Nc2cc(C)nc(-n3cc([N+](=O)[O-])cn3)n2)c1
→ i | 0.17 | 57
O=C(CCCc1ccccc1)NCCOc1ccccc1
→ i | 0.089 | 62
CS(=O)(=O)N1CCC(C(=O)NCC(O)(c2ccccc2)C(F)(F)F)CC1 (configuration not stated)
→ i | 0.11 | 51
